Dicer processing = inhibitors of human Dicer processing of pre-microRNA | cat-ELCCA pre-miR-21 Dicer processing, chemiluminescence; stronger effect = higher value | 6% of 47,000 active | Q9UPY3 | AID 1347074 | z-score at 25 µM; in the data active = z-score above about 3, passing the limit was not always enough;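 also: plate controls were vehicle for no effect and no enzyme for full effect; higher signal means more uncleaved substrate so more Dicer inhibition; strong numbers were not always called active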
The depositor's hits bear a star.

Compound	Dicer processing
Cc1ccc(S(=O)(=O)Nc2nc3cc(C)c(C)cc3s2)cc1	-1.5
CCOC(=O)c1cnc2c(C)cc(C)cc2c1Nc1ccc(N(C)C)cc1	2.9
N#C/C(=C\c1cccc(Cl)c1Cl)c1nc2ccccc2s1	-0.37
Cc1cc(-n2c(=S)[nH]c3sc(C)c(C)c3c2=O)n(-c2ccccc2)n1	3.2*
Cc1cc(NC(=O)CSc2nc3ccccc3[nH]2)n(-c2ccccc2)n1	-0.66
COc1ccc2c(c1)CCc1c-2nc2ccccc2c1N1CCOCC1	-0.21
COc1cccc(C2Nc3ccccc3-c3nnc(SC)nc3O2)c1 (configuration not stated)	0.57
CCOC(=O)c1c(NC(=O)C(C)C)sc2c1CCC2	-0.49
O=C(CSCC(=O)c1ccc(Br)cc1)c1ccc(Br)cc1	-2.9
CCc1ccc(CN(C)CCc2ccccn2)cc1	1.9
CCOC(=O)c1ccc(N=C(N)SCc2ccc(Cl)cc2)cc1	0.78
CCOC(=O)/C(=C\c1ccc([N+](=O)[O-])cc1)[N+](=O)[O-]	42
O=C1CC(c2ccc(F)cc2)Cc2nc(NC3CCCC3)ncc21 (configuration not stated)	2.7
COCCCN=C1NC(=O)C(CC(=O)Nc2ccccc2Cl)S1 (configuration not stated)	3.1*
CN1CCN(C(=O)N2c3ccccc3Sc3ccccc32)CC1	3.4*

More records follow:
Compound	Dicer processing
CCOC(=O)c1c[nH]c2ccc(F)c(C#N)c2c1=O	0.23
COC(=O)c1cc(-c2ccc(OC)cc2)on1	-0.38
CSCC(CSC)OC(=O)c1c(-c2c(Cl)cccc2Cl)noc1C	0.33
COc1ccc(C2Oc3ccccc3C3CC(c4ccccc4O)=NN32)c(OC)c1 (configuration not stated)	5.6
CCOc1ccc(C2c3c(oc4ccc(F)cc4c3=O)C(=O)N2CC2CCCO2)cc1OC (configuration not stated)	-0.81
Cc1ccc2oc3c(c(=O)c2c1)C(c1ccc(F)cc1)N(c1nccs1)C3=O (configuration not stated)	1.1
CCCCOC(=O)C1=C(C)NC2=C(C(=O)CCC2)C1c1ccccc1 (configuration not stated)	0.26
O=C1c2cccc3cc(Br)cc(c23)C(=O)N1CCO	2.1
O=C(Cn1nnc(-c2cc(C(F)(F)F)cc(C(F)(F)F)c2)n1)c1ccc(Cl)cc1	-0.03
O=c1[nH]c2sc(-c3ccccc3)cc2c(=O)n1-c1ccccc1	2.1
c1ccc(-c2noc(CSc3nnc(-c4cccs4)n3-c3ccccc3)n2)cc1	3.6*
O=C1NC(=O)c2cc(NS(=O)(=O)c3ccc(F)cc3)ccc21	-0.43
O=C(NCc1c(F)cccc1Sc1ccc(Cl)cc1)Nc1ccc(Cl)cc1	0.67
CCC(CC)c1nc2cc(OC)c(OC)cc2c(=O)o1	0.71
O=C(Nc1cnccn1)c1ccc(Cl)cc1	0.87

The results go on:
Compound	Dicer processing
CCCS(=O)(=O)c1c(C)c(C)n(Cc2cccc(Cl)c2)c1N	-1.5
O=Nc1c2cc(-c3cccc(OC(F)(F)F)c3)[nH]nc-2c2ccccc12	0
CC(=O)c1cc([N+](=O)[O-])c(Nc2ccccc2)s1	0.9
CC(=O)/C(=N\OCc1c(C)c(C)c(C)c(C)c1C)c1ccc2c(c1)OCO2	1.7
Cc1noc(C)c1-c1nc(CSc2n[nH]c(=O)n2C(C)c2ccccc2)no1 (configuration not stated)	1.1
O=C(O)c1cc([N+](=O)[O-])ccc1NCCCc1ccccc1	-0.37
N#Cc1c(F)ccc(NC(=O)Nc2ccccc2)c1F	0.45
O=c1oc(-c2ccc(Cl)c(Cl)c2)nn1-c1cccc(C(F)(F)F)n1	-0.48
COc1ccccc1-c1nc(-c2ccc(-c3ccc(C)cc3)nc2OC)no1	-0.1
O=C(O)CCc1nc2ccc(C(=O)O)cc2[nH]1	3.7*
O=C1CCCCC1C1(O)C(=O)Nc2ccc(Br)cc21 (configuration not stated)	-2.1
Nc1cc(=O)n(Cc2ccccc2F)c(=O)n1-c1ccccc1C(F)(F)F	-0.93
CCSC1=C(C#N)C(c2ccc(O)cc2)CC(=O)N1 (configuration not stated)	1.1
CCNS(=O)(=O)c1cc2c(c([N+](=O)[O-])c1)-c1c(cc(S(=O)(=O)NCC)cc1[N+](=O)[O-])C2=O	1.2
C/C(=N\N=C(/C)c1ccc(O)cc1)c1ccc(O)cc1	-1.1

The list continues:
Compound	Dicer processing
O=C(Nc1nccs1)C1CC1(c1ccccc1)c1ccccc1 (configuration not stated)	1.6
Cc1ccc(S(=O)(=O)CCN2C=CC(C(F)(F)F)=NCC2)cc1	-0.36
N#C/C(=C\Nc1ccccn1)S(=O)(=O)Cc1ccco1	-1.4
Oc1cc(OCc2ccccc2)ccc1-c1[nH]ncc1-c1ccccc1	1.3
Cc1nc2ccccc2n1CC(O)COc1ccc(Cl)cc1 (configuration not stated)	-0.69
COc1ccc(OCc2nc(C#N)c(NCCN3CCOCC3)o2)cc1	0.16
NNC(=O)c1cc(-c2ccccc2)sc1N	-1.5
Cc1nc(N)ncc1-c1nnnn1-c1ccc(-c2ccccc2)cc1	0.73
COc1cc([C@@H]2c3cc4c(cc3[C@H](O)C3COC(=O)[C@@H]32)OCO4)cc(OC)c1OC (some centres not stated)	-0.16
Cc1onc(-c2ccccc2)c1C(=O)N[C@@H]1C(=O)N2[C@@H]1SC(C)(C)[C@@H]2C(=O)O	5.4
FC(F)(F)c1ccccc1-n1nnnc1-c1ccc(Cl)cc1Cl	-2
CC1(C)Cc2c(C#N)c(NC3CCCCC3)nc(-c3ccco3)c2CO1	0.65
COc1ccc(-n2c(-c3ccccc3)noc2=O)cc1Cl	-2.2
NC(N)=NN=C1CCCCCCCCCCC1	-1.4
C#CCOC(=O)Nc1cnc(OC)c(C(F)(F)F)c1	1.5

Continuation.
Compound	Dicer processing
Cc1ccc(NS(=O)(=O)c2ccc(Cl)cc2)c(N)c1	2.8
CCCCSC1=C(C#N)C(=O)NC(c2ccco2)S1 (configuration not stated)	-1.4
CC(=O)Nc1nc(NC(C)=O)nc(-c2ccccc2C)n1	0.44
NC(=O)Cn1nc(C(F)(F)F)c2c1CCCC2	1.5
Cc1ccc(C(=O)C(C)S(=O)(=O)c2ccc(Cl)cc2)cc1Cl (configuration not stated)	0.58
CNc1nc(C23CC4CC(CC(C4)C2)C3)ns1	1.7
Cn1c(-c2ccc(Cl)cc2)cnc1NCc1ccc(F)cc1	2.6
CCOC(=O)Cc1nn(Cc2nc(C)c(C(=O)OCC)s2)c(=O)c2ccccc12	-0.54
O=C(O)CSCC(=O)NCC1COc2ccccc2O1 (configuration not stated)	-0.96
COc1ccc2sc(NC(=O)NC(=O)c3c(Cl)cccc3Cl)nc2c1	1.4
c1ccc(C2=Nc3ccccc3C(c3ccncc3)=NN2)cc1	-1.9
Cc1cc(=O)n2c([nH]c3ccccc32)c1C#N	-1.4
CSC(=S)N(C)NC(=O)Nc1cccc(C(F)(F)F)c1	2.4
CCOC(=O)CNC(=O)c1cccc(Cl)c1	-0.89
CCC(C)(C)C1CCc2c(sc(N)c2C#N)C1 (configuration not stated)	0.28

Among those listed so far, 5 contain an aryl thioether with sulfur outside any ring.
Compound	Dicer processing
Cc1cc(NC(=O)CSc2nc3ccccc3[nH]2)n(-c2ccccc2)n1	-0.66
COc1cccc(C2Nc3ccccc3-c3nnc(SC)nc3O2)c1 (configuration not stated)	0.57
c1ccc(-c2noc(CSc3nnc(-c4cccs4)n3-c3ccccc3)n2)cc1	3.6*
O=C(NCc1c(F)cccc1Sc1ccc(Cl)cc1)Nc1ccc(Cl)cc1	0.67
Cc1noc(C)c1-c1nc(CSc2n[nH]c(=O)n2C(C)c2ccccc2)no1 (configuration not stated)	1.1

Further compounds follow.
Compound	Dicer processing
C[C@@H]1CCC[C@H](C)N1NC(=O)c1ccc(Cl)c(S(N)(=O)=O)c1	0.43
Cc1cc(-c2nn(C)c(=O)c3ccccc23)cc(C)c1OCC(=O)NN	-1.2
O=C(Nc1ccc(OC(F)(F)F)cc1)c1ccc(S(=O)(=O)N2CCOCC2)o1	-0.91
COc1ccc(OCCNC(=O)NS(=O)(=O)c2ccc(C)cc2)cc1	-0.63
COC(=O)C1=C(C)NC2=C(C(=O)CCC2)C1c1ccc(CN2C(=O)c3ccccc3C2=O)o1 (configuration not stated)	0.61
COc1ccc(/C(O)=C2\C(=O)C(=O)N(CCCn3ccnc3)C2c2ccc(Cl)cc2)cc1 (configuration not stated)	0.06
N=c1scc(-c2ccc(Cl)cc2)n1-c1ccccc1N1CCOCC1	0.25
Cc1ccc(C(=O)n2nc(C)c(Sc3ccc(C(F)(F)F)cn3)c2C)cc1	-3.5
COc1ccc(OCC(=O)N2c3ccccc3Sc3ccccc32)cc1	1.5
COc1ccc(N2CC(=O)N(c3ccc(OC)c(OC)c3)CC2=O)cc1OC	0.68
COc1ccc(/C(O)=C2\C(=O)C(=O)N(CCN(C)C)C2c2ccc(OC)cc2)cc1 (configuration not stated)	2
CN1CCN(CCCCC(=O)O)CC1	4*
C#C[C@]1(O)CC[C@H]2[C@@H]3[C@H](C)CC4=C(CCC(=O)C4)[C@H]3CC[C@@]21C	0.35
O=C(Nc1cccnc1)c1ccc(CSc2ccc(Cl)cc2)o1	-6.5
Cc1ccc(C(=O)c2coc3ccc(O)c(CN(C)C)c23)cc1	1.6

Remaining list, next part.
Compound	Dicer processing
CCCOC(=O)C1=C(C)NC2=C(C(=O)CC(c3ccccc3)C2)C1c1ccc2c(c1)OCO2 (configuration not stated)	0.88
Nc1cccc(-c2cc(C(=O)O)c3ccccc3n2)c1	-0.8
COc1ccc(N2CC34C=CC(O3)C(C(=O)OCc3ccccc3)C4C2=O)cc1 (configuration not stated)	0.16
COc1ccc(C2Nc3ccc(C(=O)c4ccccc4)cc3NC3=C2C(=O)CCC3)c(OC)c1 (configuration not stated)	1.9
C=CCn1c(=S)sc2c(=O)[nH]c(C)nc21	-0.2
CC(C)(C)NC(=O)Cn1c(=O)n(CC(=O)NC(C)(C)C)c2ccccc21	-0.18
CN(C)C=NC1=C(c2ccccc2)C(=O)c2ccccc21	1.7
COC(=O)C1=C(C(=O)OC)SC(=C2C(=S)C(C)(C)Nc3cc(C)ccc32)S1	-0.54
COc1ccccc1Oc1ncnc2nc[nH]c12	-1.4
CCN(C(=O)c1cnc(NC)cc1C(F)(F)F)c1ccc(Cl)cc1Cl	-1.2
C/C(=N\O)c1ccn(S(=O)(=O)c2ccccc2)c1	0.27
Cn1c(SCC(=O)c2c[nH]c3ccccc23)nnc1C1CCCCC1	2
CC(C)(C)Cc1nnc(NS(C)(=O)=O)s1	1.6
O=C(NC(=S)NN1CCOCC1)c1csc([N+](=O)[O-])c1	-0.18
CC1(C)CC(=O)C=C(NC(=O)Nc2ccc(Cl)cc2)C1	-0.08

Single entries from the list.
COc1ccc(C2Nc3ccc(C(=O)c4ccccc4)cc3NC3=C2C(=O)CCC3)c(OC)c1 (configuration not stated) in Dicer processing reads 1.9
CC(C)(C)Cc1nnc(NS(C)(=O)=O)s1 in Dicer processing reads 1.6

(continued)
Compound	Dicer processing
CC(=O)CCC1C(C#N)C(C(C)C)CCC1(C)OC(C)=O (configuration not stated)	-0.8
Cc1nc(-c2cccs2)sc1NC(=O)O/N=C(\N)c1ccc(Cl)cc1	1.8
COc1cc(C2c3c(oc4ccc(F)cc4c3=O)C(=O)N2Cc2ccc3c(c2)OCO3)ccc1O (configuration not stated)	2.1
CCOC(=O)c1cnc2cc(Cl)c(F)cc2c1Sc1ccc(Cl)cc1	0.24
CNC(=O)Cc1coc2ccc3ccccc3c12	-2.8
CCOC(=O)c1ccc(-c2ccc(/C=C3\C(=O)NC(=O)C(C#N)=C3C)o2)cc1	-3
COCCOC(=O)C1=C(C)N=C2SCCC(=O)N2C1/C=C/c1ccccc1 (configuration not stated)	-0.05
Cc1cc2ncc(S(=O)(=O)c3ccc(Cl)cc3)c(C)n2n1	0.23
Cn1c(=O)c2c(nc(NC3CCCCC3)n2CC(O)COc2ccccc2)n(C)c1=O (configuration not stated)	-2.4
CCSc1sc(CC)cc1C1C(C(=O)Nc2cccnc2)=C(C)NC2=C1C(=O)CC(C)(C)C2 (configuration not stated)	1.6
FC(F)(F)c1nc(SCc2ccc(Cl)cc2Cl)n[nH]1	0.1
Cc1ccc(C)c(Oc2coc3cc(OC(=O)c4ccco4)ccc3c2=O)c1	0.42
Clc1ccc(CN2C3=NCCCN3c3ccccc32)cc1	0.55
O=C1c2ccccc2C(=O)c2sccc21	-1.1
Cc1nnc(NC(=O)CCCC(=O)O)s1	3.7*

The results go on:
Compound	Dicer processing
Cc1ccc(-c2noc(CN3C(C)CCCC3C)n2)cc1 (configuration not stated)	1.4
CSc1nnc(C)n1-c1ccc(OCc2ccccc2)cc1	-0.46
CSc1sc(C)cc1C1C(C(=O)Nc2ccccn2)=C(C)NC2=C1C(=O)CCC2 (configuration not stated)	-1.5
N#Cc1cccc(CSc2nc3ccc(C(F)(F)F)cc3[nH]2)c1	0.23
O=C(O)Cc1ccc(Br)cc1	-0.82
O=c1[nH]c(C(F)(F)F)nc2ccccc12	0.74
COc1ccc(-c2cc3nccc(-c4ccccc4O)n3n2)cc1	2
O=C(COc1ccc(Cl)cc1Cl)Oc1ccc2ccccc2c1C1SCCS1	3.2
CCOC(=O)c1cc(C)nc(N2CCCCC2)c1C#N	0.2
CCOC(=O)Cn1nnc2sc3c(c2c1=O)CCCC3	-0.65
CCCCCCSC1=C(C#N)C(c2ccc(Cl)cc2)CC(=O)N1 (configuration not stated)	0.92
O=C(C=C1SCCS1)c1cccs1	-0.07
COc1ccc(Oc2coc3cc(OC(=O)c4ccc(OC)cc4)ccc3c2=O)cc1	-10
CCOC(=O)c1c(NC(=O)Nc2ccc(Cl)cc2)sc(C)c1-c1ccccc1	-1.1
CCOC(=O)C1=C(C)NC2=C(C(=O)CC(c3cccs3)C2)C1c1cccs1 (configuration not stated)	2.1
Cc1nn(C)c2sc(C(=O)NCc3ccc(N4CCN(C)CC4)cc3)cc12	0.3

Screens: PubChem BioAssay, Center for Chemical Genomics, University of Michigan

Some of the compounds tested. The share of hits here may be higher or lower than overall.
